PKM2 activator: PKM2 (human) enzyme activation; P14618; purified PKM2, Kinase-Glo ATP luminescence, activation; response scale: 0% is enzyme alone, no compound; Potency, µM (doses to about 57.5 µM), for the others: top-dose activation, most hits filed as activators; 260,000 compounds, 0.34% hits; AID 1631; note: potency is the fitted concentration of half-maximal effect; % is set by controls: 0 for no effect and ±100 for the full control effect; nearly all actives have a fitted effect of over 55% in size
Target sequence (P14618 whole entry, looked up): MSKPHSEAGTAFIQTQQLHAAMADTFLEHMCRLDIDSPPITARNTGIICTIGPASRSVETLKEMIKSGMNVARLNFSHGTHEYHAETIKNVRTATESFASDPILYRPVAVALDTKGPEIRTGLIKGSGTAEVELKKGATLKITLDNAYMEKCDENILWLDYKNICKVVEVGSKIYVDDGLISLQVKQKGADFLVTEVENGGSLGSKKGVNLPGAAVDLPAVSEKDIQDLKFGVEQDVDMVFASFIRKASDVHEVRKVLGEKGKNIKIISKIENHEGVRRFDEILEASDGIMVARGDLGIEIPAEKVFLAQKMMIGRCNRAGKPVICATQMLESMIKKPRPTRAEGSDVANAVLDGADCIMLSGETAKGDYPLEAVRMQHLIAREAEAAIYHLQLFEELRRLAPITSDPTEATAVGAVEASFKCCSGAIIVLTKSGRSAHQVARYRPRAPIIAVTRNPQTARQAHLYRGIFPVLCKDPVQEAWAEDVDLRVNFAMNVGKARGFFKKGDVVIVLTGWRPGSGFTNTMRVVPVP
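Purified hPK-M2 (>95%) run at intermediate activity with 0.1 mM ADP and 0.5 mM PEP in 50 mM imidazole pH 7.2, KCl, MgCl2; 1 h room temperature. ATP formed read by Kinase-Glo luminescence; normalized to uninhibited and no-enzyme controls.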
RORg inh: blocks mouse ROR gamma transcriptional activity; P51450; Drosophila S2 Gal4-RORgamma UAS-luciferase reporter, 20 h; Potency, µM (highest dose often 53.6 µM), inactives show at the highest dose activity change, negative = inhibition, usual class: inhibitors; 310,000 compounds, 5.4% hits; note: potency is the fitted concentration of half-maximal effect; % is set by controls: 0 for no effect and ±100 for the full control effect; nearly all actives have a fitted effect of over 60% in size
Target sequence (P51450 whole entry, looked up, the tested form may be a part): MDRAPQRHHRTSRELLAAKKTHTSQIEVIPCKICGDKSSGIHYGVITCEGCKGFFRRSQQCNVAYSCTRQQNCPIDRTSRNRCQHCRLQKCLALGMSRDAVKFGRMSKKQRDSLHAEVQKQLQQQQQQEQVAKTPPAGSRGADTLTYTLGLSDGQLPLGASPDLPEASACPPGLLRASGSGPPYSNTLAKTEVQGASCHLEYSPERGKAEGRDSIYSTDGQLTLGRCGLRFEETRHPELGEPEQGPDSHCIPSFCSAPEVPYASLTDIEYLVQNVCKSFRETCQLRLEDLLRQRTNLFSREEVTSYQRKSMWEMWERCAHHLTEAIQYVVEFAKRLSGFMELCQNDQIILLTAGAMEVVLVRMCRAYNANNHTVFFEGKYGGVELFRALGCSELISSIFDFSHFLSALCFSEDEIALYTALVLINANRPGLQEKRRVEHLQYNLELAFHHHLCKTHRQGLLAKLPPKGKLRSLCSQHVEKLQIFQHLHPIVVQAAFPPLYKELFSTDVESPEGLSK
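Luminescence from a UAS-regulated Photinus luciferase reporter in stably transfected Drosophila Schneider cells is measured; decreased signal marks ROR gamma inhibition. Fusion expression is induced by 700 uM copper sulfate for 20 hr.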
NPC1 prom act: activators of NPC1 promoter. AID 485313. Huh7 NPC1 promoter luciferase reporter, 24 h. Potency, µM (doses to about 9.22 µM), inactives show at the highest dose activation, hits mostly activators. 320,000 compounds, 2.4% hits;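 note: potency is the fitted concentration of half-maximal effect; % of control where 0% means no effect; nearly all actives have a fitted effect of over 60% in size; reporter is driven by a mutant NPC1 promoter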
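Luciferase expression driven by the NPC1 promoter was measured in stably transfected Huh7 cells after a 24 h compound incubation, using a luciferase reagent and a luminescence read.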
Gal4-VP16 FLuc: counter-screen for ROR gamma inhibitors: Gal4-VP16 reporter; Drosophila S2 Gal4-VP16 UAS-luciferase, luminescence, 20 h; AID 2546; Potency, µM (titrated, usually from 53.6 µM), for the others: at the top dose activity, negative = inhibition, actives largely listed as inhibitors; 310,000 compounds, 3.5% hits;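 note: Gal4-VP16 expression switched on by copper sulfate through the metallothionein promoter; potency is the fitted concentration of half-maximal effect; % is set by controls: 0 for no effect and ±100 for the full control effect; nearly all actives have a fitted effect of over 50% in size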
Mito fusion yeast: inhibitors of mitochondrial division or activators of mitochondrial fusion. S. cerevisiae fusion-defective mutant growth rescue, CellTiterGlo 48 h. Potency, µM (series often up to 46.1 µM), without a hit: at the highest dose growth rescue (activation), most hits filed as activators. 320,000 compounds, 0.23% hits;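 note: potency is the fitted concentration of half-maximal effect; % of control where 0% means no effect; nearly all actives have a fitted effect of over 45% in size; temperature-sensitive fusion mutants such as fzo1-1 at 37 °C on non-fermentable ethanol glycerol medium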
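Yeast fusion mutant, YPEG (non-fermentable carbon), compound, 48 h at 37C non-permissive; CellTiterGlo added, 10 min RT, luminescence read. Rescued growth = division inhibition.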
KCNH2 3.1 block: inhibitors of human KCNH2 3.1 potassium channel isoform; U2OS KCNH2 3.1, thallium flux FluxOr; stronger effect = lower value; activity change, % (tested at about 1.8 µM); 340,000 compounds, 0.95% hits; AID 720553;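 active = maximum activity change below -70%; inconclusive = maximum activity change from -70% to -50%; inactive = maximum activity change above -50%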;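 note: thallium influx rate constant from kinetic fluorescence after stimulation buffer; % is set by controls: 0 for no effect and ±100 for the full control effect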
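FluxOr-based Tl+ influx in U2OS cells transduced with KCNH2 3.1 virus; rate constants normalized to DMSO controls.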
ELG1 DNA repair: inhibitors of ELG1-dependent DNA repair in HEK293T cells | Potency, µM (top dose mostly 46.1 µM), without a hit: at the highest dose activity change, negative = inhibition, actives largely listed as inhibitors | HEK293T ELG1-luciferase reporter, luminescence, 16 h; DNA damage induced by 5-fluorouridine | 330,000 compounds, 2.3% hits; note: potency is the fitted concentration of half-maximal effect; % is set by controls: 0 for no effect and ±100 for the full control effect; nearly all actives have a fitted effect of over 55% in size
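Step one: seed 2,000 cells per well. Step two: pin-transfer compound or DMSO alongside 5-fluorouridine. Step three: incubate 16 hr, 37 °C, 5% CO2. Step four: add ONE-Glo, wait 30 min, read luminescence.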
MBNL1-CUG inh: blocks human MBNL1 binding to CUG repeat RNA. 280,000 compounds, 0.036% hits. TR-FRET MBNL1-His/biotin-(CUG)12 binding, 665/545 ratio. Potency, µM (highest dose often 57.5 µM), for the others: top-dose activity change, negative = inhibition, usual class: inhibitors. Q9NR56; active = well fitted inhibition curve with a large enough effect in the signal ratio, with a control signal flat, not every such curve was filed as active; inconclusive = small, poorly fitted or top-dose-only effect, or effect the other way, or a change in a side signal; inactive = no such curve, though single readings can be large or run the other way; the % refers to the signal ratio; note: potency is the fitted concentration of half-maximal effect; % is set by controls: 0 for no effect and ±100 for the full control effect
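TR-FRET readout: Ex 340 nm, 665/545 nm emission ratio, normalized to buffer-only (basal) and MBNL1-(CUG)12 controls. Complex of MBNL1-His with Biotin-(CUG)12, compounds 92 nM–58 uM, incubated 60 min at room temperature.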
Menin MLL FP TR: displaces Texas Red mutant MLL peptide from human menin | Potency, µM (doses to about 61.6 µM), without a hit: top-dose FP activity change, negative = inhibition, actives largely listed as inhibitors | O00255 | 270,000 compounds, 0.23% hits | AID 1768 | Menin + Texas Red MLL mutant peptide, fluorescence polarization; active = well fitted inhibition curve with a large enough effect in the polarisation, with a control signal flat, not every such curve was filed as active; inconclusive = small, poorly fitted or top-dose-only effect, or effect the other way, or a change in a side signal; inactive = no such curve, though single readings can be large or run the other way; the % refers to the polarisation; note: potency is the fitted concentration of half-maximal effect; % of control where 0% means no effect; many of its hits are not listed in these tables
FLuc counter: counter-screen for miR-21 project: firefly luciferase inhibitors or activators | 360,000 compounds, 6.9% hits | P08659 | Potency, µM (highest dose often 57.5 µM), for the others: at the highest dose activity change, negative = inhibition, usual class: inhibitors | purified FLuc, Km substrates, luminescence inhibition;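 note: potency is the fitted concentration of half-maximal effect; plate controls were vehicle for no effect and reference inhibitor for full effect; nearly all actives have a fitted effect of over 55% in size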
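Purified P. pyralis luciferase, 10 nM final, with Km-level 10 uM D-luciferin and 10 uM ATP in 50 mM Tris acetate pH 7.5, 10 mM Mg acetate, 0.01% Tween-20, 0.05% BSA; 6-point qHTS titration about 60 µM downward; luminescence read.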
Rab9 prom act: activators of Rab9 promoter | Huh7 Rab9 promoter-luciferase reporter, luminescence, 24 h | Potency, µM (doses to about 9.22 µM), inactives show at the top dose activation, negative = inhibition, actives largely listed as activators | 320,000 compounds, 2.8% hits | AID 485297; note: potency is the fitted concentration of half-maximal effect; % of control where 0% means no effect; nearly all actives have a fitted effect of over 60% in size
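Promoter activation is measured as luciferase luminescence in Huh7 cells stably transfected with a Rab9 promoter–luciferase construct, following 24 h compound exposure at 37 °C and 10 min reagent incubation at ambient temperature.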
* marks the source's active call; other numbers are inactive results; ? = inconclusive; / = not tested or not shown; [ ] = remark or other dose. Unless noted, calls come from the whole dose curve; as a rule, active = well fitted curve in the direction sought with a large enough effect; inconclusive = small, poorly fitted or top-dose-only effect, or another doubt; inactive = no such curve, though single readings can be large; an effect the other way counts as inactive or inconclusive. An excerpt; the hit share may differ from the screen's.

SMILES	PKM2 activator	RORg inh	NPC1 prom act	Gal4-VP16 FLuc	Mito fusion yeast	KCNH2 3.1 block	ELG1 DNA repair	MBNL1-CUG inh	Menin MLL FP TR	FLuc counter	Rab9 prom act
CC(=O)Nc1ccc(NC(=O)CSc2ccc3nnc(CCNC(=O)c4ccccc4)n3n2)cc1	-5.2%	-10.0%	1.0%	-11.5%	2.8%	1.0	1.6%	-16.8%	-12.2%	0.1%	0.3%
CCCCNC(=O)CSc1nc2ccccc2n1S(=O)(=O)c1ccc(Br)cc1	-10.2%	25.5%	-1.5%	-9.9%	3.0%	-17.6	21.5%	?	-1.4%	-4.4%	-3.2%
Cc1ccc(C(=O)NC2CC(C)(C)NC(C)(C)C2)cc1	3.4%	?	-3.6%	-5.6%	-2.1%	12.0	2.7%	-1.8%	-7.4%	0.5%	-0.2%
CCN(CC)Cc1c(C(=O)OC)nnn1-c1nonc1N	-1.3%	2.2%	0.8%	9.5%	1.2%	2.6	18.3%	0.2%	/	6.4%	2.1%
O=C(Cn1ncc2c(=O)oc3ccccc3c21)N1CCCN(Cc2ccccc2F)C1	-6.1%	-0.1%	-1.3%	-12.5%	-2.4%	-2.0	0.3%	-6.9%	8.3%	-2.2%	-3.9%
O=C(NCc1ccccc1)c1cccc(S(=O)(=O)N2CCOCC2)c1	-1.4%	36.7%	-3.2%	10.5%	-1.2%	-15.6	0.0%	-6.3%	-5.7%	-0.4%	-0.4%
O=C(COC(=O)C1CC1)Nc1c(Cl)cccc1C(F)(F)F	/	/	2.2%	/	-2.0%	-1.5	4.8%	/	/	8.0%	-2.4%
COc1ccc2[nH]c(C)c(-c3csc(N)n3)c2c1	16.2%	4.9%	1.2%	1.1%	-1.7%	2.5	-0.7%	2.4%	?	2.0%	2.3%
CCC(c1nnnn1C(C)(C)CC)N(CCCO)Cc1cc2cc(C)cc(C)c2[nH]c1=O (centres undefined)	2.0%	-35.3%	1.5%	-8.2%	-1.4%	-0.8	-0.4%	-4.4%	-2.6%	6.1%	-8.4%
Cc1c(C(=O)N/N=C/c2ccncc2)no[n+]1[O-]	-10.2%	-5.5%	-4.7%	-1.5%	-3.3%	3.7	?	?	11.3%	-1.6%	-4.9%
Cc1cc(C)n2cc(CSc3nnc(-c4ccccc4)o3)nc2n1	-0.6%	8.6%	-2.1%	-14.6%	-2.5%	5.1	0.0%	-0.8%	-7.2%	1.8%	-2.3%
O=c1[nH]cc(S(=O)(=O)N2CCOCC2)c(=O)[nH]1	/	/	-4.8%	/	-2.9%	-5.7	5.6%	/	/	-0.1%	2.1%
CCCn1nnnc1NCc1c(F)cccc1Cl	-2.2%	3.1%	-0.6%	-4.8%	1.3%	11.7	5.2%	11.9%	-1.6%	-1.6%	1.3%
COCc1nnc(NC(=O)C(C)C)s1	3.2%	-8.1%	1.4%	-0.6%	-5.2%	3.9	22.8%	3.1%	16.0%	6.1%	-0.2%
O=C(NCCN1CCCC1)c1ccc(CS(=O)(=O)c2c(Cl)cccc2Cl)o1	-3.0%	8.0%	-2.1%	0.5%	0.7%	7.3	12.7%	-19.2%	-14.6%	-0.8%	-7.8%
N/C(=N\OC(=O)c1ccc(Br)cc1)c1ccncc1	-0.4%	1.7%	?	4.3%	-11.1%	-1.0	?	10.7%	8.4%	4.78µM*	?
Cc1cccc(N=Nc2c(C)c(C#N)c(O)[nH]c2=O)c1	12.3%	18.6%	-2.2%	-6.3%	-21.8%	-12.4	-9.0%	28.7%	15.9%	?	1.0%
Cc1ccc(CCNC(=O)C2CC(c3ccc(C(F)(F)F)cc3)=NO2)cc1 (centres undefined)	-6.9%	-28.7%	-1.4%	2.4%	-45.4%[inhibitor]	5.6	?	-8.8%	/	-3.4%	-1.7%
O=C(COC(=O)c1ccc2ccccc2n1)NCc1ccccc1	-6.7%	-10.1%	-7.9%	-7.9%	6.3%	9.7	8.2%	?	1.7%	-11.6%	0.0%
Cc1cc(/C=C(\C#N)C(=O)O)c(C)n1CCC(C)C	5.5%	-2.4%	2.2%	12.0%	4.0%	15.9	1.2%	-3.5%	/	?	-5.4%

Some of these compounds in order of SMILES length, rising:
SMILES	PKM2 activator	RORg inh	NPC1 prom act	Gal4-VP16 FLuc	Mito fusion yeast	KCNH2 3.1 block	ELG1 DNA repair	MBNL1-CUG inh	Menin MLL FP TR	FLuc counter	Rab9 prom act
COCc1nnc(NC(=O)C(C)C)s1	3.2%	-8.1%	1.4%	-0.6%	-5.2%	3.9	22.8%	3.1%	16.0%	6.1%	-0.2%
N/C(=N\OC(=O)c1ccc(Br)cc1)c1ccncc1	-0.4%	1.7%	?	4.3%	-11.1%	-1.0	?	10.7%	8.4%	4.78µM*	?
O=C(COC(=O)c1ccc2ccccc2n1)NCc1ccccc1	-6.7%	-10.1%	-7.9%	-7.9%	6.3%	9.7	8.2%	?	1.7%	-11.6%	0.0%
Cc1cccc(N=Nc2c(C)c(C#N)c(O)[nH]c2=O)c1	12.3%	18.6%	-2.2%	-6.3%	-21.8%	-12.4	-9.0%	28.7%	15.9%	?	1.0%

The list goes on:
SMILES	PKM2 activator	RORg inh	NPC1 prom act	Gal4-VP16 FLuc	Mito fusion yeast	KCNH2 3.1 block	ELG1 DNA repair	MBNL1-CUG inh	Menin MLL FP TR	FLuc counter	Rab9 prom act
CC(=O)Nc1cccc(NC(C)=C(C#N)C#N)c1	-1.9%	-6.2%[10 µM]	-1.1%	-1.1%	-2.0%	4.1	21.8%	/	-8.7%	-19.5%	-5.5%
O=S(=O)(c1ccccc1)N1C2CCC1CC(O)(c1cccnc1)C2 (centres undefined)	-0.7%	-3.8%	0.7%	-9.2%	-5.0%	-6.9	10.3%	-5.2%	9.2%	-12.1%	-1.5%
O=C(NCC(=O)N(Cc1ccccc1)C(C(=O)NC1CCCC1)c1cccnc1)c1ccco1 (centres undefined)	-2.8%	7.0%	-0.1%	-2.2%	-1.4%	1.1	-0.8%	-8.6%	2.4%	-0.5%	-2.0%
O=C(CSc1nnc(CNC(=O)c2ccccc2F)o1)NCCc1ccccc1	-5.7%	14.9%	0.3%	1.9%	-4.0%	11.9	0.4%	1.7%	/	-1.0%	-5.7%
COc1cc(OC)cc(C(=O)N[C@H](C(=O)Nc2ccc(F)cc2F)C(C)C)c1	/	-0.4%	0.1%	-2.8%	0.3%	-3.6	-13.3%	-2.9%	?	0.9%	-3.7%
Cc1ccn2c(=O)cc(C)nc2c1	-0.9%	0.2%	-2.0%	-1.2%	17.4%	-10.2	0.3%	1.6%	-2.7%	-2.9%	0.4%
CCOC(=O)c1c(CC(C)C)csc1/N=C/C1C(=O)CC(C)(C)CC1=O	5.7%	20.4%	-2.2%	14.2%	27.0%	3.4	-2.8%	35.0%[activator]	-11.5%	3.4%	1.5%
Cc1cccnc1Nc1nc(-c2ccc(O)cc2)cs1	-1.6%	-41.8%	?	?	9.0%	1.0	?	2.6%	/	6.75µM*	3.55µM*
COc1ccc(/C=C2/N=C(SC3CCOC3=O)N(c3cccc(OC)c3)C2=O)cc1 (centres undefined)	14.0%	?	1.6%	-9.8%	16.3%	8.0	?	30.0%[activator]	?	-13.9%	0.4%
COc1ccc(CSC(=N)N)cc1[N+](=O)[O-]	10.1%	?	-2.2%	-6.4%	-2.5%	-20.0	?	22.6%	5.1%	7.0%	-3.2%
CCN(c1cccc(C)c1)S(=O)(=O)c1ccc(OC)c([N+](=O)[O-])c1	1.8%	12.6%	-7.9%	15.5%	1.6%	1.8	-6.4%	?	14.0%	-1.0%	-5.1%
